Compound activity: PubChem BioAssay, National Center for Advancing Translational Sciences (NCATS)
FLuc counter – counter-screen for miR-21 project: firefly luciferase inhibitors or activators | purified FLuc, Km substrates, luminescence inhibition | Potency, µM (doses to about 57.5 µM), without a hit: top-dose activity change, negative = inhibition, actives largely listed as inhibitors | AID 588342 | 6.9% of 360,000 active | P08659;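 also: plate controls were vehicle for no effect and reference inhibitor for full effect; nearly all actives have a fitted effect of over 55% in size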
Target sequence (P08659 whole entry, looked up): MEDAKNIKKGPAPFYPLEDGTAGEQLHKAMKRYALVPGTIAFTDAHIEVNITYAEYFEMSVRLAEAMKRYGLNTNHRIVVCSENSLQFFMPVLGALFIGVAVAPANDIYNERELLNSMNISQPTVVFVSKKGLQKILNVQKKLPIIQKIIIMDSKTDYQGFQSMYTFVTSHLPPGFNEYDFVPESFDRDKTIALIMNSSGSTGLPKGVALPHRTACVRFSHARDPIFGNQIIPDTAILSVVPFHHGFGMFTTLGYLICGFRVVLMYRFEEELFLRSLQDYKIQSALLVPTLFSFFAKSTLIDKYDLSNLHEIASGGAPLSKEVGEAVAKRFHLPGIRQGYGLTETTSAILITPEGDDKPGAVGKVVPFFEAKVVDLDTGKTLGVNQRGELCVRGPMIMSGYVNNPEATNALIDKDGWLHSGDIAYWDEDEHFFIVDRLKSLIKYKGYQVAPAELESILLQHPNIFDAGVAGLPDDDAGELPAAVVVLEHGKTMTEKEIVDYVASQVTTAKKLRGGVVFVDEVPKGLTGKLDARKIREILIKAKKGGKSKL
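Biochemical qHTS of compounds, final roughly 60 µM downward over six points, against 10 nM purified firefly luciferase using Km concentrations of substrates (10 uM D-luciferin, 10 uM ATP) in Tris acetate pH 7.5 buffer; luminescence output.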
RORgamma inh – blocks mouse ROR gamma transcriptional activity; P51450; Drosophila S2 Gal4-RORgamma UAS-luciferase reporter, 20 h; Potency, µM (titrated, usually from 53.6 µM), for inactives: top-dose activity change, negative = inhibition, actives largely listed as inhibitors; 5.4% of 310,000 active; AID 2551; also: % is scaled to controls: 0 for no effect and ±100 for the full control effect; nearly all actives have a fitted effect of over 60% in size
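Luciferase reporter read in Schneider cells carrying Gal4-RORγ (mouse) and UAS-Photinus luciferase; cells given compound 1 h before 700 uM copper sulfate induction, then incubated 20 h at ambient temperature.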
ELG1 genotoxic – induces genotoxicity in HEK293T cells with luciferase-tagged ELG1; HEK293T ELG1-luciferase reporter, luminescence, 16 h; Potency, µM (series often up to 46 µM), inactives show top-dose activity change, positive = activation, hits mostly activators; 1.3% of 330,000 active; AID 504466; also: % of control where 0% means no effect; nearly all actives have a fitted effect of over 60% in size
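Genotoxic stress is detected as increased luminescence from luciferase-tagged ELG1 in HEK293T cells, measured with ONE-Glo after a 16 hr treatment at 37 °C.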
p53 reactivator – re-activators of mutant p53; H1299 p53-A138V BP100-luciferase reporter, luminescence, 24 h; 0.063% of 320,000 active; Potency, µM (titrated, usually from 92.2 µM), inactives show at the top dose activity change, positive = activation, actives largely listed as activators; also: % of control where 0% means no effect; nearly all actives have a fitted effect of over 45% in size
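p53-null H1299 cells stably carrying temperature-sensitive p53-A138V and a BP100-luciferase reporter were pinned with compounds (4-point, 1:5 series) and held 24 hrs at 37 deg C. Luminescence was read 10 min after detection reagent.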
Rab9 promoter act – Rab9 promoter activation; Potency, µM (series often up to 9.22 µM), for the others: top-dose activation, negative = inhibition, actives largely listed as activators; 2.8% of 320,000 active; Huh7 Rab9 promoter-luciferase reporter, luminescence, 24 h; AID 485297; also: % of control where 0% means no effect; nearly all actives have a fitted effect of over 60% in size
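Cell-based reporter: Huh7 stable for Rab9 promoter-driven luciferase, plated in reduced-serum medium with 10% FBS at 1500 cells/well, compound-treated 24 h at 37 °C, luminescence read after 10 min reagent.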
Gal4-VP16 FLuc – counter-screen for ROR gamma inhibitors: Gal4-VP16 reporter. 3.5% of 310,000 active. Drosophila S2 Gal4-VP16 UAS-luciferase, luminescence, 20 h. AID 2546. Potency, µM (series often up to 53.6 µM), without a hit: at the highest dose activity, negative = inhibition, most hits filed as inhibitors;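 also: Gal4-VP16 expression switched on by copper sulfate through the metallothionein promoter; % is scaled to controls: 0 for no effect and ±100 for the full control effect; nearly all actives have a fitted effect of over 50% in size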
BRCA1 expr up – activators of BRCA1 expression; MCF7-BRCA1-FFLuc reporter, luminescence, 48 h; response scale: scaled: vehicle 0%, 10 µM genistein 100%; Potency, µM (doses to about 46.1 µM), for inactives: at the highest dose activation, most hits filed as activators; AID 624202; 1.1% of 380,000 active; also: nearly all actives have a fitted effect of over 80% in size; some results filed as inactive show a strong effect at the top dose
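Using MCF7 cells harboring a BRCA1 firefly luciferase reporter, plated 2 h before compound pinning, the screen measured luminescence after 48 h incubation. Responses were normalized to DMSO and 10 microM genistein, then fitted for concentration-effect.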
NPC1 promoter act – activators of NPC1 promoter; AID 485313; Huh7 NPC1 promoter luciferase reporter, 24 h; 2.4% of 320,000 active; Potency, µM (highest dose often 9.22 µM), inactives show at the top dose activation, hits mostly activators;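 also: % of control where 0% means no effect; nearly all actives have a fitted effect of over 60% in size; reporter is driven by a mutant NPC1 promoter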
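In 1536-well qHTS, Huh7 cells harboring an NPC1 promoter–luciferase construct received compound for 24 h; activation was quantified by luminescence following luciferase reagent addition.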
uPA generation – blocks generation of uPA at the cell surface | cell surface uPA generation assay, qHTS | Potency, µM (titrated, usually from 38.3 µM), inactives show at the highest dose activity change, negative = inhibition, usual class: inhibitors | 0.31% of 330,000 active | AID 540303; active = well fitted inhibition curve with a large enough effect; inconclusive = small, poorly fitted or top-dose-only effect; inactive = no such curve, though single readings can be large or run the other way; tested in mouse RAW 264.7 cells; also: % is scaled to controls: 0 for no effect and ±100 for the full control effect; nearly all actives have a fitted effect of over 55% in size
MBNL1-CUG inh – MBNL1-poly(CUG) RNA binding inhibition; Q9NR56; TR-FRET MBNL1-His/biotin-(CUG)12 binding, 665/545 ratio; Potency, µM (titrated, usually from 57.5 µM), for inactives: at the highest dose activity change, negative = inhibition, actives largely listed as inhibitors; 0.036% of 280,000 active; AID 2675; active = well fitted inhibition curve with a large enough effect in the signal ratio, with a control signal flat, not every such curve was filed as active; inconclusive = small, poorly fitted or top-dose-only effect, or effect the other way, or a change in a side signal; inactive = no such curve, though single readings can be large or run the other way; the % refers to the signal ratio; also: % is scaled to controls: 0 for no effect and ±100 for the full control effect
Target sequence (Q9NR56 whole entry, looked up): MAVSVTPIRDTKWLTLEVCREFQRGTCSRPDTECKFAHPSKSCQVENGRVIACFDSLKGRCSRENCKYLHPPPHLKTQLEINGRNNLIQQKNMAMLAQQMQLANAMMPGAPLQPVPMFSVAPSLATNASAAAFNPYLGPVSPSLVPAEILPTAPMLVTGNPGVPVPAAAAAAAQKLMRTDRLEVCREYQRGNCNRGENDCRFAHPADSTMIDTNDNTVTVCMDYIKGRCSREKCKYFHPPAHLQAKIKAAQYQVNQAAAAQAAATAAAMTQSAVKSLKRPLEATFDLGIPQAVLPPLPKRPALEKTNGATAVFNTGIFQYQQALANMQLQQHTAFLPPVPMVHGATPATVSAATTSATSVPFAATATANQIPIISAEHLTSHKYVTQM
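TR-FRET between His-tagged MBNL1 and biotin-(CUG)12 RNA, detected with Tb anti-His antibody (0.055 ng/ul) and streptavidin-XL665 (5 nM), 60 min at room temperature. Compounds titrated 92 nM to 58 uM; 665/545 nm ratio normalized to buffer and complex controls.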
* = called active by the depositor; ? = inconclusive; . = not tested or not shown; & = joins results of further samples; [ ] = remark or other dose. Unless noted, calls follow the shape of the dose curve; as a rule, active = well fitted curve in the direction sought with a large enough effect; inconclusive = small, poorly fitted or top-dose-only effect, or another doubt; inactive = no such curve, though single readings can be large; an effect the other way counts as inactive or inconclusive. Potency is read from the fitted curve at half-maximal effect.

SMILES | FLuc counter | RORgamma inh | ELG1 genotoxic | p53 reactivator | Rab9 promoter act | Gal4-VP16 FLuc | BRCA1 expr up | NPC1 promoter act | uPA generation | MBNL1-CUG inh
Cc1cc2nnc(SCC(=O)NCC(c3ccccc3)N(C)C)n2c2ccccc12 (stereo not given) | 0% | -31% | -2% | 4% | -1% | 8% | -2% | -5% | 0% | 0%
CCc1ccc(-c2csc3ncn(Cc4ccc(C(=O)O)cc4)c(=O)c23)cc1 | -19% | -14% | -4% | 5% | -1% | 15% | -3% | -1% | 3% | 4%
O=C(NNC(=O)c1cc2ccccc2cc1O)Nc1ccc(Br)cc1 | ? | 17% | -2% | -2% | 8% | -2% | 23% | 4% | 1% | 5%
O=C(Cn1cc(C(=O)COc2ccccc2)c2ccccc21)NCc1ccco1 | -4%[2.3 µM] | 44% | -2% | 14% | 3% | -1% | 4% | 15% | 0% | 7%
CCCCC(CC)CNC(=O)c1cc2ccccc2c(=O)o1 (stereo not given) | -12% | 1% | -2% | 15% | -1% | 1% | 3% | 1% | 11% | -7%[11.5 µM]
CCn1cc(S(=O)(=O)Nc2cccnc2)cn1 | 3% | -41% | -4% | -19% | 0% | -1% | 12% | 3% | 0% | 5%
c1ccc(C(c2nnnn2Cc2ccco2)N2CCN(c3nc4ccccc4s3)CC2)cc1 (stereo not given) | -1% | ? | -6% | 6% | -1% | -2% | -60% | -7% | 4% | -6%
COc1ccc(CNC(=O)COC(=O)c2ccco2)cc1 | -19% | -11% | -1% | 2% | -4% | 1% | -9% | 1% | . | 0%
COc1ccccc1NS(=O)(=O)c1cc(NC(=O)c2cc[n+]([O-])cc2)ccc1N1CCCC1 | ? | -5% | 0% | -1% | 0% | -27% | -56% | 1% | -2% | ?
COc1ccccc1C(NC(=O)CC(C)C)c1c(O)ccc2ccccc12 (stereo not given) | 0% | -9% | 4% | ? | 0% | 1% | -22% | -1% | 11% | 16%
CN(C)CC(=O)N1c2ccccc2Sc2ccc(Cl)cc21 | -1% | -1% | -4% | -1% | -1% | -12% | -2% | 0% | 0% | -4%
Cc1onc(-c2ccccc2)c1C(=O)Nc1cccc(S(=O)(=O)NC2=NCCC2)c1 | . | . | 2% | 4% | -1% | . | 10% | -1% | -27% | .
COCCCn1c(SCC(=O)Nc2ccccc2F)nnc1-c1ccoc1C | 0% | -6% | -6% | 3% | 4% | -7% | 1% | -3% | -3% | -4%
O=C(N/N=C\c1cc([N+](=O)[O-])ccc1N1CCOCC1)c1ccccn1 | 3% | 3% | 10% | 15% | -5% | -8% | 8% | -2% | -1% | ?
CCc1ccc(OCC(=O)NNC(=O)C2CCC2)cc1 | -3% | . | -7% | -3% | 0% | . | -15% | -2% | -1% | .
COc1c(F)c(F)c(C(=O)O)c(Nc2ccccc2)c1F | 0% | -1% | 2% | -6% | 1% | -6% | -5% | -2% | . | -12%
CC(=O)N1CCN(c2ccc([N+](=O)[O-])cc2C#N)CC1 | -2% | -11% | -1% | 1% | 11% | -1% | -5% | -5% | -3% | ?
CC(C)(C)C1CCC2(CC1)C(C#N)=C(SCC(=O)Nc1ccccc1)NC(=O)C2C#N (stereo not given) | -3% | 0% | -12% | -20% | -7% | ? | -81% | 1% | -16% | -21%
O=C(c1cccc(S(=O)(=O)Nc2ccc(F)cc2)c1)N1CCC1 | 0% | . | -1% | 11% | 1% | . | -15% | -3% | -16% | .
Cc1sc(N2C(=O)C3C(C2=O)[C@H]2C=C[C@@H]3C2)c(C#N)c1C (stereo not given in full) | 2% | 4% | -1% | 3% | -7% | -6% | 0% | 0% | 9% | -10%
CC(c1ccco1)N(C(=O)c1cc(Cl)cc(Cl)c1)c1ccccn1 (stereo not given) | -2% | -16% | -9% | -5% | 1% | 21% | -5% | 0% | 0% | -3%
CC[C@H](CO)Oc1cc(NCc2ccc(Cl)c(Cl)c2)c2ncn(C(C)C)c2c1 | . | . | 0% | -2% | . | . | -6% | . | ? | .
CC(C)CCOC(=O)C1[C@H]2C(=O)N(Cc3cccs3)C[C@]23C=C[C@H]1O3 (stereo not given in full) | 1% | 26% | -1% | -10% | 2% | 6% | 13% | -1% | 13% | -8%
Cc1csc(NC(=O)CN2C(=O)C3CC=CCC3C2=O)n1 (stereo not given) | -1% | 5% | 2% | 0% | 0% | 0% | 12% | 0% | 0% | 2%
Cn1c(=O)c2c([nH]c(=S)n2Cc2ccc(Cl)cc2)n(C)c1=O | ? | 13µM* | -4% | 2% | 5% | ? | 3% | -4% | 1% | 10%

RORgamma inh, entries above that show a hit
Structure,RORgamma inh,p53 reactivator,Rab9 promoter act,NPC1 promoter act,uPA generation
Cn1c(=O)c2c([nH]c(=S)n2Cc2ccc(Cl)cc2)n(C)c1=O,13µM*,2%,5%,-4%,1%

New compounds follow:
SMILES | FLuc counter | RORgamma inh | ELG1 genotoxic | p53 reactivator | Rab9 promoter act | Gal4-VP16 FLuc | BRCA1 expr up | NPC1 promoter act | uPA generation | MBNL1-CUG inh
COCCN(C(=O)CSc1nnc(-c2ccccc2OC)o1)c1c(N)n(CC(C)C)c(=O)[nH]c1=O | 2% | . | 1% | 0% | -5% | . | -3% | -6% | -5% | .
Cc1cc(C)c(NC(=O)CCCSc2nnc(N)s2)c(C)c1 | -3% | 2% | -7% | -5% | -11% | -5% | -6% | -3% | -7% | -2%
CCn1c(CNc2ccc(F)cc2)nnc1SCC(=O)Nc1ccccc1OC | 0% | ? | -4% | -10% | -5% | -5% | 10% | -1% | 30%[activator] | -2%
COc1ccc(N=C2S/C(=C\c3ccc(N4CCOCC4)o3)C(=O)N2CCc2c[nH]c3ccccc23)cc1 | ? | 6.3µM* | 10% | -10% | -9% | 5µM* | . | -3% | . | 5%
CCOC(=O)/C=C1\CC(=O)Nc2cc(C)c(C)cc2N1 | 0% | -14% | . | . | . | 18% | -20% | . | . | -10%
CN1C(CC(=O)Nc2ccc(Cl)cc2Cl)c2ccccc2CC1(C)C (stereo not given) | 4% | -20% | -7% | 0% | -7% | ? | -13% | -1% | -4% | 1%
CCOc1ccccc1CN1CCN(Cc2cn(C)nc2-c2ccccc2)CC1CCO (stereo not given) | 0% | -26% | 0% | 1% | -6% | -6% | 0% | -3% | -3% | 4%
Cc1cc(C)cc(OCC(=O)NN2C(=O)c3ccccc3C2=O)c1 | 0% | 1% | 1% | 2% | -7% | -2% | -2% | -2% | 2% | -7%
CC(=O)Nc1cccc(/C(C)=N/NC(=O)c2ccc(NS(=O)(=O)c3cccs3)cc2)c1 | ? | 16% | -4% | 4% | 2% | 2% | 1% | -2% | -2% | -4%
C[C@@H](C(=O)Nc1ccc2c(c1)OCCO2)n1c(=O)[nH]c2ccccc2c1=O | 15µM* | 1% | ? | ? | 18% | 0% | -8% | 3% | -10% | -9%
COc1ccc2c(c1)cc(C(=O)N[C@@H](Cc1ccccc1)C(=O)N[C@@H](C)C(=O)O)n2C | -1% | -5% | -1% | 3% | 3% | -7% | 1% | 0% | 0% | -8%
CCCCCN(C(=O)CCC(=O)OCc1ccccc1C(F)(F)F)c1c(N)n(CCCC)c(=O)[nH]c1=O | 3% | 28% | -1% | 10% | 0% | -15% | -12% | -1% | -3% | 2%
CN(C)S(=O)(=O)c1cccc(N=c2scc(-c3ccc4c(c3)NC(=O)CO4)n2CC2CCCO2)c1 (stereo not given) | 6% | 1% | -32%[inhibitor] | -3% | -5% | ? | -79% | 1% | -9% | -1%
Cc1cc(C)c2nc(N3CCC(C(=O)NCCCN4CCCCC4)CC3)sc2c1 | 3% | -38% | 18% | 23% | -2% | 2% | -72% | -8% | -9% | 3%
CCOCCCNC(=O)C1(O)c2cc(Br)ccc2NC(=O)N1c1cccc(OC)c1 (stereo not given) | 1% | 0% | 0% | -4% | -4% | 2% | -22% | 0% | 2% | -8%
Cc1ccc2cccc(NC(=S)NC(=O)c3ccn(C)n3)c2n1 | -16% | 5µM* | 0% | 5% | -13% | 5.6µM* | -65% | 11% | -12% | 88%[activator]
O=C(Nc1cccc(C(=O)O)c1)/C(=C\c1ccco1)NC(=O)c1ccc(Br)o1 | -7% | -34% | -2% | 10% | -1% | -4% | 11% | 2% | 1% | 4%
CC1(C)S[C@@H]2[C@H](NC(=O)Cc3ccccc3)C(=O)N2[C@H]1C(=O)O | 9%&1% | 17% | 1%&-2% | -2%&-1% | 11%&3% | -2% | 0%&17% | 5%&3% | 10%&5% | 15%&-6%
CCCN1CCC(=O)N([C@H](CSc2ccccc2)CC(C)C)CC1 | 21µM* | -18% | ? | . | 3.2µM* | 18% | ? | 3.2µM* | -27% | -4%
Nn1c(SCC(=O)NC2CCCCC2)nnc1-c1ccccc1F | 2% | . | 4% | 7% | -1% | . | -15% | -2% | 4% | .
O=C(Nc1ccc(C(=O)O)cc1)Nc1ccc([N+](=O)[O-])cc1 | -13% | 15% | 0% | . | 0% | -12% | 0% | 1% | 1% | ?
CCOC(=O)N1CCN(C(=O)C(C)NC(=O)c2ccco2)CC1 (stereo not given) | -1% | 11% | 0% | . | 0% | 0% | -9% | -3% | 2% | -4%
COc1ccc(C(CNC(=O)c2cccn2C)N2CCOCC2)cc1 (stereo not given) | -7% | . | 6% | ? | 2% | . | 5% | -3% | -8% | .
